Screening results (PubChem)
Dicer inh: inhibitors of Dicer pre-microRNA processing, primary screen, biochemical, cat-ELCCA, chemiluminescence | Endoribonuclease Dicer (Homo sapiens), Q9UPY3 | AID 1347074, 2019 | z-score at 25 µM | actives 6% (n = 47,000) | cat-ELCCA pre-miR-21 Dicer processing; hits give high values; in the data active = z-score above about 3, passing the limit was not always enough;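 note: plate controls were vehicle for no effect and no enzyme for full effect; higher signal means more uncleaved substrate so more Dicer inhibition; strong numbers were not always called active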
Target sequence (Q9UPY3 whole entry, looked up): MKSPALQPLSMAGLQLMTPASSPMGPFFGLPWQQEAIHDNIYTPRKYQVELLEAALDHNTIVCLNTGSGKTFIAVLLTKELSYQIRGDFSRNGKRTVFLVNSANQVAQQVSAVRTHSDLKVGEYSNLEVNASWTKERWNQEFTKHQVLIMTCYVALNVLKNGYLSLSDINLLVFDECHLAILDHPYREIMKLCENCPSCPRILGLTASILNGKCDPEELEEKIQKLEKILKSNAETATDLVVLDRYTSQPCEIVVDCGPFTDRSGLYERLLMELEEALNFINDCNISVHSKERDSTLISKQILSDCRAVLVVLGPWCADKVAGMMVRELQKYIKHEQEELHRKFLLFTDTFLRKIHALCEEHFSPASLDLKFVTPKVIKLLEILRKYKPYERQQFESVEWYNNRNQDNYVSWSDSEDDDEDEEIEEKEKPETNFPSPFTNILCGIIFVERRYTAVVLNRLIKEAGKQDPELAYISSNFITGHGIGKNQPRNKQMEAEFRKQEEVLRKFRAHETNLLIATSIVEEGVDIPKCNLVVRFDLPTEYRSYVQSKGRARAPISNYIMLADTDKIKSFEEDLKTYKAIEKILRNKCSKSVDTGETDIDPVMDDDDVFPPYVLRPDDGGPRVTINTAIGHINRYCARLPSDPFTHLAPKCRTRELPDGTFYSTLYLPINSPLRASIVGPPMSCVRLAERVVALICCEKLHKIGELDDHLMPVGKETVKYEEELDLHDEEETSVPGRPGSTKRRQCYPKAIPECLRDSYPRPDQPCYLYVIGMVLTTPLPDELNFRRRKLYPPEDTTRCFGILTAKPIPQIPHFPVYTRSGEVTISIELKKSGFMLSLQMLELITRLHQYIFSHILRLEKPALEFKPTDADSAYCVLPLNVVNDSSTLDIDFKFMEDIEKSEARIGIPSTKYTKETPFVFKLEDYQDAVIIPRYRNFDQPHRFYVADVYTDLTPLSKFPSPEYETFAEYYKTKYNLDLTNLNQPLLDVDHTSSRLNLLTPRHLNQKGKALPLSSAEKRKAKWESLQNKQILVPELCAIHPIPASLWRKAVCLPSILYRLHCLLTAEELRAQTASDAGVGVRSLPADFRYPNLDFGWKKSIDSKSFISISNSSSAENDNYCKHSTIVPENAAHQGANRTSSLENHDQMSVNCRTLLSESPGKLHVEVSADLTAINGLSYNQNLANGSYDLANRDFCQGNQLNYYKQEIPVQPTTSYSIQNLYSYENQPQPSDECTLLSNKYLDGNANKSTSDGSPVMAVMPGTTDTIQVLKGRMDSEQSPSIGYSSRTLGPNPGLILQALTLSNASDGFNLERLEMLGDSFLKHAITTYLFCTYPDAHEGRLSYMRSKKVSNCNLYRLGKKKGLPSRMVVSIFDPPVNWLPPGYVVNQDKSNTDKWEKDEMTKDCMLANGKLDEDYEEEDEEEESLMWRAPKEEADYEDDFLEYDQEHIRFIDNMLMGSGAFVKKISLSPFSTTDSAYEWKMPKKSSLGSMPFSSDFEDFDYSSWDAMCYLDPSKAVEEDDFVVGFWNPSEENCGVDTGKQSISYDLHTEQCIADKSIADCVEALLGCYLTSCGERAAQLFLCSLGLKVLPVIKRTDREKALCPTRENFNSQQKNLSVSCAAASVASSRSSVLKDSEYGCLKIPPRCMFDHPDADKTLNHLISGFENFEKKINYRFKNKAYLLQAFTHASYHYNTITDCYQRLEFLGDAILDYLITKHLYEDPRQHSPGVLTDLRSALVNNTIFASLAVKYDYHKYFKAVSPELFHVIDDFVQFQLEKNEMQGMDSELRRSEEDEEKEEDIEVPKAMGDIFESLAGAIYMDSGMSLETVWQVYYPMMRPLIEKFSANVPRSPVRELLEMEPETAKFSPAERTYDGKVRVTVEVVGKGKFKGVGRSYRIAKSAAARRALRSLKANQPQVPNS
Active calls of the source: *.

SMILES | Dicer inh
CCc1nc(SCC(=O)O)c(C#N)c2c1CCCC2 | -0.63
CC(C)(C)S(=O)(=O)C/C(N)=N/OC(=O)c1ccc(Cl)cc1 | 1.02
O=C1NC(=Nc2ccccc2Cl)SC1(CO)CO | 0.46
COc1ccc(-c2cc(OC(=O)c3cccc(Br)c3)c3c(C)oc(C)c3c(=O)c2)cc1 | 2.69
COc1ccc(Oc2coc3cc(OCC(=O)NC4CCCCC4)ccc3c2=O)cc1 | -1.01
COC(=O)c1ccc(C(=O)OC)c2c(C(=O)OC)c(Cl)cc(C(=O)OC)c12 | -2.78
CCOC(=O)C1=C(C)NC2=C(C(=O)CC(c3cccs3)C2)C1c1ccc(F)cc1 (stereo not drawn) | -0.12
O=C1CC2(CCCCC2)CC(=O)N1c1ccc(I)cc1F | -0.41
O=C(O)c1ccc2nc(-c3ccccc3)c(-c3ccccc3)nc2c1 | 0.57
CCCCCC(=O)Nc1nc2c(s1)CCc1ccccc1-2 | -2.02
O=C1CS(=O)(=O)C(c2ccccn2)N1c1ccc(C(F)(F)F)cc1 (stereo not drawn) | 0.77
CCOc1nc(-c2cccc(OC)c2)ccc1-c1noc(C)n1 | 2.7
C=CCOc1ccc2c(=O)c(-c3ccc(OC)c(OC)c3)c(C(F)(F)F)oc2c1 | 0.57
CC1=C(C(=O)OCc2ccccc2)C(c2cccnc2)C2=C(CC(C)(C)CC2=O)N1 (stereo not drawn) | 2.5
Cc1noc(C)c1C(=O)Nc1ccc(N2CCOCC2)nc1N1CCOCC1 | -0.49
Cc1ccc(OC2CCS(=O)(=O)C2)cc1 (stereo not drawn) | 0.65
CC1=C(CC(=O)O)c2cc(F)ccc2/C1=C\c1ccc(S(C)(=O)=O)cc1 | 0.65
O=C(c1cc2n(n1)C(C(F)(F)F)CC(c1ccc(F)cc1)N2)N1CCOCC1 (stereo not drawn) | 0.26
CC(=O)n1nccc1-c1sc2ccc(Cl)cc2c1C | 1.28
CCOc1ccccc1C1NC(=O)c2c(sc3c2CCN(C)C3)N1 (stereo not drawn) | -1.01
CSc1nc(/N=C/N(C)C)n(-c2ccccc2)n1 | 0.02
Cc1ccc(-c2c(C#N)c(N)nc3c2CC(C)CC3)o1 (stereo not drawn) | 0
COc1cc(OC)cc(-c2nc3n(n2)C(c2ccncc2)C2=C(CCCC2=O)N3)c1 (stereo not drawn) | 1.32
Cc1cc(C)n2ncc(/C(N)=N/O)c2n1 | -0.45
COC(=O)c1c(NC(C)=O)sc2c1CCS2 | -0.31
Cn1nc(C(C)(C)C)cc1NC(=O)Nc1ccc(F)cc1F | 1.42
O=C(O)CCCN1C(=O)C(=O)/C(=C(/O)c2ccccc2)C1c1ccc(Br)cc1 (stereo not drawn) | 3.91*
Cc1cc2c(cc1C)[n+](C)cn2CC(O)COc1cccc(Cl)c1 (stereo not drawn) | -0.27
CN(C(=O)COc1ccc(Oc2ccccc2)cc1)C1CCS(=O)(=O)C1 (stereo not drawn) | -0.41
O=C(Nc1ccc2oc(-c3ccncc3)nc2c1)c1cccs1 | -0.52
O=C(CCCN1Cc2ccccc2C1)c1ccc(F)cc1 | 2.89
Cc1cc(/C(N)=N/O)cc(/C(N)=N/O)c1 | 2.16
Cc1cccc(C)c1NC(=O)NNC(=O)c1cc(C(C)(C)C)nn1Cc1ccccc1 | 1.35
N#Cc1nc(-c2ccccc2)oc1NCc1ccccc1 | 6.36*
Cc1c([N+](=O)[O-])c(/C=C/N(C)C)nn1C | 1.33
CCS(=O)(=O)CCn1c([N+](=O)[O-])cnc1C | -0.08
CCOC(=O)C(NC(=O)c1nn(-c2ccccc2)nc1C)C(=O)OCC | -0.58
O=C1C2CC=CCC2C(=O)N1c1ccc(Cc2ccncc2)cc1 (stereo not drawn) | -0.56
Cc1oc(S(=O)(=O)Nc2ccsc2C(=O)O)cc1C(=O)O | -0.03
Cc1nc(-c2cccc(NS(=O)(=O)c3ccc4ccccc4c3)c2)cs1 | 4.53*

Reformatted: results already given
Structure	Dicer inh
Cc1nc(-c2cccc(NS(=O)(=O)c3ccc4ccccc4c3)c2)cs1	4.53*
Cc1ccc(-c2c(C#N)c(N)nc3c2CC(C)CC3)o1 (stereo not drawn)	0
COc1cc(OC)cc(-c2nc3n(n2)C(c2ccncc2)C2=C(CCCC2=O)N3)c1 (stereo not drawn)	1.32

Continuation:
SMILES | Dicer inh
NNC(=O)c1cn2cc(C(F)(F)F)cc(Cl)c2n1 | 4.81*
COc1cc(/C=C/c2nc(-c3ccccc3O)n(-c3ccccc3)n2)ccc1O | 6.04*
CC1=C(C(=O)OC(C)C)C(c2coc3ccc(C)cc3c2=O)C2=C(CC(c3cccs3)CC2=O)N1 (stereo not drawn) | 2.5
CS(=O)(=NS(=O)(=O)c1ccc(Cl)s1)c1ccc(Cl)cc1 (stereo not drawn) | 9.35
Cc1ccc(C(=O)CSc2nnc(C)n2-c2ccc(OCc3ccccc3)cc2)cc1 | -0.35
Cc1cc(-c2nnc(CSc3nnc(NC(=O)c4ccccc4F)s3)o2)ccc1[N+](=O)[O-] | 0.1
CN(C)/C=C/C(=C(/C#N)C(N)=O)c1ccc(Cl)cc1 | -0.26
O=C(Nc1cc(=O)c2ccccc2o1)OCc1ccccc1 | 1.72
Nc1c(-c2ccccc2)nnn1-c1ccc(Br)cc1 | 0.31
CCCCCc1ccc(S(=O)(=O)Nc2cc(C)ccn2)cc1 | 0.36
O=S(=O)(NC1CCCCC1)c1ccc(N2CCOCC2)nc1 | -0.6
O=S(=O)(c1cccc(-c2cn3ccccc3n2)c1)N1CCCCC1 | 0.51
CN(C)c1nc(NCc2ccccc2)nc(Oc2ccc(=O)[nH]n2)n1 | -0.37
OC[C@H](O)[C@H](O)[C@@H](O)[C@@H](O)C1NCCS1 (stereo partly drawn) | -1.14
O=C1N/C(=N/N=C\c2[nH]ncc2Br)SC1c1ccccc1 (stereo not drawn) | 3.36*
O=S1(=O)CC=C(Sc2ccccc2)C1 | 0.49
Clc1ccc2oc(-c3csc(-c4ccccc4)n3)cc2c1 | -0.1
O=C(Cn1nnc(-c2cc(Cl)cc(Cl)c2)n1)c1ccc(Cl)cc1 | 1.77
N#Cc1c(Br)cnn1Cc1cccc(Cl)c1 | 1.41
O=C(O)c1cc(Cl)ccc1NS(=O)(=O)c1ccc(Cl)cc1 | 2.05
Cc1ccc(OCCSc2nc(C)cc(=O)[nH]2)cc1 | 4.88*
Cc1nn2c3c(cnc2c1-c1ccc(F)cc1)C(=O)CC(C)C3 (stereo not drawn) | -0.22
Oc1c(CN2CCN(Cc3ccc4cccnc4c3O)CC2)ccc2cccnc12 | -1.43
CC1c2snnc2-c2cc(Cl)ccc2S1(=O)=O (stereo not drawn) | 0.19
O=C(CC1NCCN(Cc2ccccc2)C1=O)Nc1ccc(Cl)cc1 (stereo not drawn) | -0.07
c1ccc(CCN2CN(Cc3cccnc3)Cn3c2nc2ccccc23)cc1 | -0.97
O=S(=O)(N/N=C/c1ccc(Cl)cc1)c1ccc(-c2ccccn2)s1 | 0.22
S=c1[nH]nc(Cc2ccccc2)n1-c1ccccc1 | -0.51
COc1ccc(N2C(=O)CC(NC3CCCC3)C2=O)cc1 (stereo not drawn) | -1
Cc1cc(C)c(C#N)c(SCS(=O)c2ccc(C(C)(C)C)cc2)n1 (stereo not drawn) | 2.09
Cc1[nH]c2ccccc2c1C1(O)C(=O)N(Cc2cccc3ccccc23)c2ccccc21 (stereo not drawn) | 1.28
Cc1[nH]c2ccccc2c1C1(O)C(=O)N(CCc2ccccc2)c2ccc(Cl)cc21 (stereo not drawn) | 1.49
COc1cccc(-c2nc(-c3ccc(Cl)cc3)no2)c1OC | 0.41
COc1cccc(C2C(C(=O)OCC3CCCO3)=C(C)NC3=C2C(=O)CCC3)c1OC (stereo not drawn) | 0.74
CC(=O)Nc1sc2c(c1C(=O)O)CCCC2 | -1.19
COC(=O)C1C(c2ccc(O)cc2)C(C(=O)OC)S(=O)(=O)CS1(=O)=O (stereo not drawn) | -0.77
COC(=O)c1ccc2ncccc2c1 | -0.59
Nc1c(-c2nn[nH]n2)cnn1-c1cc(Cl)cc(Cl)c1 | -1.86
O=C1c2ccccc2C(=O)N1CN1CCSCC1 | 0.66
COc1ccc(OC)c(CN(C)CCc2ccccn2)c1 | 1.16

In another format: 2 of the compounds above
> COc1cccc(C2C(C(=O)OCC3CCCO3)=C(C)NC3=C2C(=O)CCC3)c1OC (stereo not drawn)
  Dicer inh: 0.74

> CC(=O)Nc1sc2c(c1C(=O)O)CCCC2
  Dicer inh: -1.19

Additional compounds.
SMILES | Dicer inh
COc1ccc2nc(SCC(=O)N3CCN(S(=O)(=O)c4ccccc4)C3)[nH]c2c1 | 0.36
O=C1CSC(c2cn(-c3ccccc3)nc2-c2ccccc2)N1Cc1ccccc1 (stereo not drawn) | -0.28
CCOC(=O)CCS(=O)(=O)c1nc(-c2ccccc2)cc(C(F)(F)F)n1 | -1.35
CSc1nnc(SCC(=O)c2ccc3c(c2)OCCO3)s1 | 1.87
CCOC(=O)c1nnn2c1nc(N1CCCCC1)c1ccccc12 | -0.82
CN(C)CCCNc1cc(Cl)c(S(=O)(=O)N2CCCCC2)cc1C(=O)O | -0.5
C=CCSc1ccc(OCC(F)(F)F)c(C#N)c1OCC(F)(F)F | -0.45
CC(=O)Nc1c(Br)c(C2CC2)nn1-c1ccccc1 | 2
O=C(Nc1ccccc1)c1nnn(-c2cc(C(F)(F)F)cc(C(F)(F)F)c2)c1-c1ccccc1 | 2.19
N=c1scc(-c2ccc(Cl)cc2)n1-c1cccc(C(F)(F)F)c1 | 1.58
COc1ccc(OCc2nc3ccccc3[nH]2)cc1 | 1.12
CCOC(=O)c1cnn(-c2ccc(NS(=O)(=O)c3ccc(C)cc3)cc2)c1C(F)(F)F | 1.08
CNC(C)CN1c2ccccc2Sc2ccccc21 (stereo not drawn) | 2.56
COc1ccc(CC2CCC(=NO)CC2)cc1 (stereo not drawn) | 2.91
C=CCOc1ccc(/C(O)=C2/C(=O)C(=O)N(CCCN(C)C)C23C(=O)N(C)c2ccccc23)cc1C (stereo not drawn) | 2.49
O=C1CC(C(=O)Nc2ccc3c(c2)OCCO3)n2c(nc3ccccc32)N1 (stereo not drawn) | 0.18
O=S(=O)(CCc1nc2ccccc2[nH]1)CCc1nc2ccccc2[nH]1 | 0.33
COc1ccccc1Nc1nc(N)nc(CN2CCCCC2)n1 | 5.28*
CCN(CC)c1cnn(-c2ccc(C(F)(F)F)cc2)c(=O)c1Cl | -2.04
CSc1nccc(-c2ccc(S(=O)(=O)N(CCC#N)Cc3ccco3)s2)n1 | 0.65
O=C(Nc1ccc(N2C(=O)c3cccnc3C2=O)cc1)c1ccco1 | -1.3
COc1cc(OC)cc(C(C)(C)OC(=O)N[C@H](C(=O)O)C(C)OC(C)(C)C)c1 (stereo partly drawn) | -1.12
NNCCc1ccccc1 | 0.45
COC(=O)C1=C(C)N=C2SC(C#N)=C(N)N2C1c1ccc(F)cc1 (stereo not drawn) | -0.52
O=C(O)/C=C/C(=O)NCCNC(=O)Cc1ccc(O)cc1 | -0.53
Nc1ncn(C2O[C@H](CO)[C@@H](O)[C@H]2O)c(=O)n1 (stereo partly drawn) | 1.18
CCOC(=O)Cn1sc2nc(C)cc(C)c2c1=O | 0.52
O=C(CC1SC(=Nc2ccccc2)NC1=O)Nc1cc(Cl)ccc1Cl (stereo not drawn) | -0.38
O=[N+]([O-])c1c(Oc2cccc(C(F)(F)F)c2)ncnc1Oc1cccc(C(F)(F)F)c1 | -0.6
CCCCCC(=O)Nc1nc2ccccc2s1 | -1.28
CCCCSC1=C(C#N)C(=O)NC(c2ccc(O)cc2)S1 (stereo not drawn) | -0.9
O=C(CC1(O)C(=O)N(CCc2ccccc2)c2ccccc21)c1ccccn1 (stereo not drawn) | -5.28
O=C(O)CSCC(=O)NC(c1ccccc1)c1ccccc1 | -1.77
Cc1ccc(NC2=CC(=O)CC(C)(C)C2)cc1C | 3.47*
Cc1ccc(N2C(=O)C3ON(c4ccccc4)C(c4ccncc4)C3C2=O)cc1Cl (stereo not drawn) | 0
C=CCNC(=O)C(C)N1c2cccc3cccc(c23)S1(=O)=O (stereo not drawn) | -0.73
CCOc1ccc(S(=O)(=O)N2c3ccc(C)cc3C(C)=CC2(C)C)cc1 | 3.49*
Cc1ccnc(Nc2nc(-c3ccc(O)cc3)cs2)c1 | 4.49
COc1ccccc1NS(=O)(=O)c1cccc(S(=O)(=O)Nc2ccccc2OC)c1 | -1.04
CN(C)CC(=O)Nc1nc(-c2ccc(Cl)cc2)cs1 | -1.17

Molecules above that contain a cyano group, in the order listed:
SMILES | Dicer inh
CCc1nc(SCC(=O)O)c(C#N)c2c1CCCC2 | -0.63
Cc1ccc(-c2c(C#N)c(N)nc3c2CC(C)CC3)o1 (stereo not drawn) | 0
N#Cc1nc(-c2ccccc2)oc1NCc1ccccc1 | 6.36*
CN(C)/C=C/C(=C(/C#N)C(N)=O)c1ccc(Cl)cc1 | -0.26
N#Cc1c(Br)cnn1Cc1cccc(Cl)c1 | 1.41
Cc1cc(C)c(C#N)c(SCS(=O)c2ccc(C(C)(C)C)cc2)n1 (stereo not drawn) | 2.09
C=CCSc1ccc(OCC(F)(F)F)c(C#N)c1OCC(F)(F)F | -0.45
CSc1nccc(-c2ccc(S(=O)(=O)N(CCC#N)Cc3ccco3)s2)n1 | 0.65
COC(=O)C1=C(C)N=C2SC(C#N)=C(N)N2C1c1ccc(F)cc1 (stereo not drawn) | -0.52
CCCCSC1=C(C#N)C(=O)NC(c2ccc(O)cc2)S1 (stereo not drawn) | -0.9

(more compounds)
SMILES | Dicer inh
Cn1c(=O)[nH]c(=O)c2c1nc(N1CCCCC1)n2CC(O)c1ccccc1 (stereo not drawn) | -0.29
O=C(Nc1ccc(C(F)(F)F)cc1)C1CCc2ccccc2O1 (stereo not drawn) | -1.77
CCN(CC)C(=O)N1c2ccccc2CCc2ccccc21 | 1.34
Nc1ccc(S(=O)(=O)c2ccccc2)c(Cl)c1 | 1.33
COc1ccc(-c2c(C#N)c(=O)[nH]c3c2c(C)nn3-c2ccccc2)cc1 | -0.74
Cc1cc2ncc(-c3ccccc3)c(N)n2n1 | 0.55

The list is partial (hit frequency here may not be typical).
